Furin inh = inhibitors of human furin | inhibition, % at 30 µM | purified furin, fluorogenic substrate cleavage | AID 463115 | 220,000 tested, 0.061% active; in the data active means inhibition above about 25%; further: inactives centre near -15
p47phox inh = inhibitors of human p47phox binding | AID 1274 | p47phox/p22phox peptide binding, fluorescence polarization, 2 h | 220,000 tested, 0.53% active | inhibition, % at 24.7 µM;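 further: 0% = p47phox with labelled peptide and 100% = labelled peptide alone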
Target sequence (P14598 whole entry, looked up): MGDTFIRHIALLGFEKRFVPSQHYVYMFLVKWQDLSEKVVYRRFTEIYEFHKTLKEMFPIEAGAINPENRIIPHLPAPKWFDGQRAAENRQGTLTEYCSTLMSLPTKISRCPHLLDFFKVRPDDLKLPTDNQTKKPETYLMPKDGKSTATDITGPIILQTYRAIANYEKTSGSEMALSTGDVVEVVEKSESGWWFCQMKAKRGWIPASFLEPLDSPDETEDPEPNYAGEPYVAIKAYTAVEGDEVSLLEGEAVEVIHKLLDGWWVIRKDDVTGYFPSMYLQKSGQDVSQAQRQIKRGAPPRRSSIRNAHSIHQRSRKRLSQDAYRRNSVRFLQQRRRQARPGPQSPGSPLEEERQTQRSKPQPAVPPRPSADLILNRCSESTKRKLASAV
Rad51 HR inh = blocks human Rad51 in homologous recombination; Q06609; hRad51 DNA strand exchange, fluorescence dequenching; inhibition, % at 10 µM; 200,000 tested, 0.085% active;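 active means inhibition above 40% at the single screening dose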;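 further: 0% = DMSO control wells and 100% = blanks with heterologous ssDNA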
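Assay system: Human Rad51 nucleoprotein filaments preassembled on unlabelled ssDNA | Reagent: Donor/quencher-labelled 47-bp dsDNA substrate | Doses: One concentration, 10 µM final | Times: 37 °C 15-min filament assembly, 30-min compound preincubation, 15-min exchange | Technique: Fluorescein emission 520 nm, excitation 485 nm | Benchmarks: Plate control and blank wells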
EBV gp42 inh = EBV gp42 inhibition; Fluorescence polarization binding assay, mP read-out; AID 1085; inhibition, % (tested at 21.74 µM); 220,000 tested, 0.42% active; in the data active means inhibition above about 50%
Target sequence (Q1HVG2 whole entry, looked up): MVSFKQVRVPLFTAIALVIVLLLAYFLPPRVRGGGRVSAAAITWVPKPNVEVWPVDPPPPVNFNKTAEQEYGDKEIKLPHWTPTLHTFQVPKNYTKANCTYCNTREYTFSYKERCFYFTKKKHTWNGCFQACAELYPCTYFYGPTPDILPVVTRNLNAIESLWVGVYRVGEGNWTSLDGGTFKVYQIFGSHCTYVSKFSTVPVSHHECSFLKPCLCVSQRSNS
Thrombin inh = blocks human thrombin protease activity; P00734; alpha-thrombin, Boc-VPR-AMC fluorogenic substrate cleavage; inhibition, % at 5 µM; 220,000 tested, 0.26% active;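 active means inhibition at or above 40%; inactive means inhibition below 40%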;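 further: 0% = enzyme with no compound and 100% = wells without enzyme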
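Test system: human alpha-thrombin; medium: pH 7.5 Tris-saline with Tween 20; times: reaction at room temperature; signal: AMC fluorescence at 355 nm excitation and 460 nm emission; also added: Boc-VPR-AMC substrate, 15 µM final; dosing: one concentration per compound, 5 µM, with 0.2% DMSO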
14-3-3 Bad PPI = disrupts binding of bovine 14-3-3 zeta to phospho-Bad peptide | P63103 | TR-FRET 14-3-3zeta/Dy647-pBad peptide displacement, 1 h | inhibition, % at 21.7 µM | 220,000 tested, 0.71% active | AID 781;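 active means inhibition above about 70%, limit read from the data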;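 further: 0% = full 14-3-3 plus peptide FRET controls and 100% = background without 14-3-3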
Target sequence (P63103 whole entry, looked up): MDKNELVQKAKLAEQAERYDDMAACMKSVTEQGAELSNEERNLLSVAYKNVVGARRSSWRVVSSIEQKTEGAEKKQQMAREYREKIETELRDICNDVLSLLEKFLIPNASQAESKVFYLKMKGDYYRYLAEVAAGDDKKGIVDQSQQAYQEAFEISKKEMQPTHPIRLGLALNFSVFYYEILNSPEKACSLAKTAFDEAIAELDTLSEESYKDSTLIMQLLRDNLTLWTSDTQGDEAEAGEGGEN
Cl transport mod = modulators of human KCC2 chloride dependent transport. Q9H2X9. B-score of Tl+ flux slope (higher = more flux/activation; lower = inhibition) at 10 µM. KCC2 cells, thallium flux FluoZin-2 fluorescence. AID 1456. 190,000 tested, 2.2% active;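 active means thallium flux slope and its plate-corrected score both differing from the plate sample mean at a set confidence after two filtering rounds, in either direction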;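 further: slope of fluorescence scaled to starting intensity during 10 to 20 s after thallium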
KLK5 inh = inhibitors of human kallikrein 5. Q9Y337. recombinant hK5, fluorogenic AMC substrate cleavage. inhibition, % at 5 µM. 210,000 tested, 0.59% active. AID 873;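 active means inhibition of 40% or more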;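 further: 0% = enzyme controls without compound and 100% = no-enzyme blanks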
eIF4E 4G PPI = inhibitors of eIF4E and eIF4G interaction in translation initiation; P63073+Q04637; TR-FRET eIF4E-eIF4GI(517-606) binding, 2 h; inhibition, % at 21.7 µM; 220,000 tested, 0.37% active; AID 782;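 further: 0% = full FRET control wells and 100% = background wells lacking eIF4GI fragment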
Starred values were filed as active, the others as inactive; x = no result given; [ ] = dose if it differs, or a comment.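 How the source made its calls, unless noted: active means inhibition above about 30% (limit read from the data); inactive means the rest.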

Each structure is followed by: Thrombin inh	EBV gp42 inh	p47phox inh	Rad51 HR inh	KLK5 inh	Cl transport mod	14-3-3 Bad PPI	Furin inh	eIF4E 4G PPI
CCc1ccc(NS(=O)(=O)c2cccs2)cc1
→ 17	-10	-20	0	26	x	-8	-16[20 µM]	3
COc1ccc(-c2cc(C(F)F)n3ncc(C(=O)N4CCCc5ccccc54)c3n2)cc1
→ 0	-4	18	-79	-8	-0.34	-3	-20	5
O=C(Cn1c(=O)oc2cc(S(=O)(=O)N3CCCCC3)ccc21)N1CCc2ccccc2C1
→ 3	-10	-18	-10	-2	x	-1	-15	0
CCc1cccc(CC)c1NC(=O)C1CN(S(=O)(=O)c2ccccc2)CCN1S(=O)(=O)c1ccccc1 (stereo unspecified)
→ -8	-2	6	-3	-6	-1.3	3	-16	-3
CCOC(=O)c1c(C)nn(Cc2cccc(Cl)c2)c1N
→ -5	8	-10	-1	-7	0.65	54	-19	9
O=C(CSc1nc2ccsc2c(=O)n1-c1ccccc1)N1CCCC1
→ 4	-11	-1	-12	-2	-1.4	5	-15	-2
CCN(c1ccccc1)c1nc2ccsc2c(=O)s1
→ -6	-10	-15	3	-16	0.17	-3	-7[20 µM]	-11
O=C(CSc1nnc(COc2ccccc2F)n1-c1ccccc1)NC1CCS(=O)(=O)C1 (stereo unspecified)
→ -7	-12	-14	6	-16	0.88	-11	-3	0
O=C(CC1C(=O)NCCN1Cc1ccc(-c2ccccc2)cc1)NCCCn1ccnc1 (stereo unspecified)
→ -6	-9	2	-4	-4	-0.29	4	-16	0
COc1ccccc1C/C(N)=N/OC(=O)c1ccc(C)c([N+](=O)[O-])c1
→ 4	10	-4	-7	4	x	-4	-17[20 µM]	2
COc1ccc(NC(=O)CC2C(=O)NCCN2C(=O)c2ccc(N(C)C)cc2)cc1 (stereo unspecified)
→ 0	-9	-11	11	-6	0.089	-3	-9	2
Cc1nc(C)c(N)c(=O)[nH]1
→ -7	-18	-3	3	-2	1.3	-4	-22	3
Cc1ccc(-c2nsc3c(N4CCC(C(N)=O)CC4)ncnc23)cc1
→ -1	-1	-20	x	-8	-1.3	1[fluorescence artefact?]	-28	6
CCOc1ccc(S(=O)(=O)N2CCN(C(=S)NC3CC3)CC2)cc1
→ -13	-6	-7	2	-1	0.79	-14	-16	-1
CC(C)NC(=O)c1onc(CSc2ccccn2)c1C(=O)NC(C)C
→ 5	-10	-14	-6	2	-0.05	1	-31	2
Cc1c(-c2ccccc2)nc(N)c(C#N)c1-c1cccnc1
→ -6	0	-7	-9	-3	-0.9	-1	-10	-1
O=C1CC(c2ccccc2)CC(O)=C1C=NC1CCCC1 (stereo unspecified)
→ 1	-6	-2	0	-20	-0.054	1[fluorescence artefact?]	-23[20 µM]	-6
COc1ccc(-c2cccc([C@H]3[C@@H]4C=CCC[C@@]4(C)C(=O)N3Cc3ccccc3)c2)cc1
→ -1	-13	3	5	4	-0.13	2	-15	2
Cc1csc2ncc(C(=O)NCCC(c3ccccc3)c3ccccc3)c(=O)n12
→ -3	-13	-43	7	-2	-2.5	2	-35	1
Cc1nn(Cc2ccc(Cl)cc2)c(C)c1N
→ 1	7	-10	0	-6	0.088	-5[fluorescence artefact?]	-5[20 µM]	-3[fluorescence artefact?]
Cc1cccc(OCCNC(=O)c2cncc(Br)c2)c1
→ -8	10	-12	8	-21	1.1	-13	-18	3
CCOc1cc(C(=S)N2CCC(O)CC2)ccc1OS(=O)(=O)c1ccc(Br)cc1
→ -5	19	-3	-6	-11	0.91	-7	-19[20 µM]	0
COc1ccc(NC(=O)CN(Cc2ccccc2)S(C)(=O)=O)c(OC)c1
→ 1	-8	-11	-6	2	0.024	-1	-16[20 µM]	9
NC(=O)c1nn(-c2ccccc2)nc1NC(=O)CN1CCOCC1
→ -2	1	-10	2	-5	-0.79	0	-17	-2
CCN1CCN(c2nc3ccccc3nc2C(C#N)S(=O)(=O)c2ccc(C)c(C)c2)CC1 (stereo unspecified)
→ 9	-5	-7	x	-4	-0.44	1	4[20 µM]	6[fluorescence artefact?]
COc1ccc(N(CC(=O)NCc2ccncc2)S(=O)(=O)c2ccc(C)c([N+](=O)[O-])c2)cc1
→ 4	-7	1	2	3	0.15	1	-22	-2
CCCOC(=O)c1ccc(NC(=O)c2cnccn2)cc1
→ 5	-9	-14	1	0	1.2	-10	-21	5
O=C(NCc1ccc(Cl)cc1)c1cc(=O)[nH]c2ccc(S(=O)(=O)N3CCOCC3)cc12
→ -6	-13	-12	x	-1	-0.055	-12	-20	-1
COCCNC(=S)N/N=C(\C)c1ccc(O)cc1
→ -1	-10	-5	9	-15	1.3	-3	-16	3[fluorescence artefact?]
CCOc1[nH]n(-c2ccc(Cl)cc2)c(=O)c1C=NCc1cccnc1
→ -1	-7	-7	-10	10	-0.0016	-9	-16	-4
O=C(Cn1nc2ccccc2n1)N/N=C/c1ccc(F)cc1
→ -1	-15	-4	7	0	0.0042	1	-23	3
O=C(O)C1CC=CCC1C(=O)Nc1cccc(F)c1 (stereo unspecified)
→ -6	0	-6	3	9	0.6	3	-21[20 µM]	1
CC12CN3CCN(CC(C3)/C1=N\NC(=O)Nc1cccc(Cl)c1)C2
→ -10	5	-5	3	1	0.77	-14	-11	0
CC12CC3CC(C)(C1)CC(C(=O)NC(=S)N1CCCCC1)(C3)C2
→ -1	-1	-4	2	-9	10*	1	4[20 µM]	9
Cc1cccc(NC(=S)NNC(=O)Cc2ccccc2)c1
→ -9	3	-6	-3	-47	0.093	-3	-25	-2
O=C(O)c1ccc(CSc2nc(-c3ccc(Cl)cc3)cc(C(F)(F)F)n2)cc1
→ -4	5	-3	2	30	-1.2	5[fluorescence artefact?]	-11[20 µM]	7[fluorescence artefact?]
COc1ccc(OC)c(CN2CCC(CNC(=O)Nc3cccc(Cl)c3)CC2)c1
→ -3	1	7	7	-6	0.71	8	-8	-1
Cc1ccccc1NC(=S)/C(=C(\[O-])c1cc(C)n(Cc2ccccc2Cl)c1C)[n+]1ccccc1
→ -4	3	-15	-3	0	-0.066	-3	-17	-2
CC1CCCN(C2=C(Cl)C(=O)N(c3cccc(Cl)c3)C2=O)C1 (stereo unspecified)
→ -7	-13	-8	3	-18	-1.8	-17[fluorescence artefact?]	-4	18
CCOC(=O)c1cccc(NC(=O)CSc2nc(N)cc(N)n2)c1
→ 8	-8	-3	-6	-20	x	-9	-10	0
Cc1ccc(S(=O)(=O)N(C)c2ccc(OCC(=O)NC3=NCCS3)cc2)cc1
→ -6	-6	-2	-1	-6	0.59	-2	-12	0
COCCCNC(=O)C1CCN(c2ccc(N3CCOCC3)nn2)CC1
→ 0	-26	-8	-12	0	1.7	7	-13	-1
Cc1cccc(NC(=O)CSc2nnc(-c3ccccc3Br)o2)c1C
→ -2	1	1	-10	9	-1.2	-5	-32	5
CC1(C)CC(=O)C(C(=O)C2CCN(S(=O)(=O)c3ccccc3)CC2)C(=O)C1
→ 3	-10	-3	20	5	1	71*	-11	1
CCCCC1(C)OC(=O)C(=Cc2ccc(-c3ccc(Cl)c(C(=O)O)c3)o2)C(=O)O1 (stereo unspecified)
→ 1	-77	-9	13	6	x	9	14	3
Cc1nc2c(c(=O)c3ccccc3n2C)c(=O)n1-c1ccccc1
→ -2	-11	-10	-23	0	-0.8	7	-12	4
c1ccc(N/N=C2\CCCc3ccccc32)nc1
→ -8	-5	-2	1	6	0.55	-1	-18	1
CCOC(=O)c1c(C)oc2ccc(OCC(=O)N(CC)CC)cc12
→ -1	-20	-19	6	1	0.016	-1	-5[20 µM]	5
COc1ccccc1NC(=O)C12CCC(C)(C(=O)C1)C2(C)C (stereo unspecified)
→ -7	-8	0	10	-2	0.041	4	-33	5
NC(=O)c1ccc(NC(=O)CCNC(=O)c2ccco2)cc1
→ -2	-15	-7	33	2	0.42	8	-20	-11
c1ccc(-c2nc(NCCCn3ccnc3)c3oc4ccccc4c3n2)cc1
→ 3	11	-10	-2	-3	0.39	18	-8[20 µM]	1
Cc1ccc(NC(=O)c2cc(NC(=O)c3ccco3)ccc2N2CCCCC2)cc1
→ -7	-9	-11	-7	-28	0.58	5[fluorescence artefact?]	-8	-16
CC/C(=C/c1sc2ccc(C)cc2[n+]1CCO)SC
→ -7	-11	-66	-1	-3	0.64	-6	-7	-2
CCCCc1nc(NCCNC(=O)c2ccco2)c(C#N)c2c1CSC(C)(C)C2
→ 2	x	x	1	-22	-2.9	x	-26[20 µM]	x
Clc1cc(Cl)cc(CSc2nnc(-c3sccc3-n3cccc3)o2)c1
→ 5	-7	-8	-8	-5	x	-13	-15	0
CCOC(=O)CN1CC23C=CC(O2)C(C(=O)Nc2ccc(F)c(C)c2)C3C1=O (stereo unspecified)
→ 4	4	-12	5	-14	-0.76	10[fluorescence artefact?]	-8[20 µM]	3
CC1(C)C2CCC1(CS(=O)(=O)Nc1ccc(S(=O)(=O)N3CCCCC3)cc1)C(=O)C2 (stereo unspecified)
→ 2	-4	-16	-7	-5	0.32	6	-16	0
CCCS(=O)(=O)N1CCCC(C(=O)NC2CCCC(C)C2C)C1 (stereo unspecified)
→ 2	-20	-3	1	-1	-0.58	1	-16[20 µM]	-4
COc1ccc(CN(C)C(=S)Nc2ccc(OC(F)F)cc2)cc1
→ -4	4	x	x	-5	0.046	-8	-13	1
O=[N+]([O-])/C(C(=C(Cl)Cl)N1CCN(Cc2ccccc2)CC1)=C1\NCCN1Cc1ccc(Cl)nc1
→ -9	2	-8	-101	1	-0.6	-9	-2	-2

Later entries.
Each structure is followed by: Thrombin inh	EBV gp42 inh	p47phox inh	Rad51 HR inh	KLK5 inh	Cl transport mod	14-3-3 Bad PPI	Furin inh	eIF4E 4G PPI
O=C(Nc1ccc(N2CCOCC2)cc1)c1cc2c(s1)CCCCC2
→ -5	-10	-5	2	1	-0.71	-5	-12	4
CC(NC(=O)/C(C#N)=C/c1cccs1)c1ccccc1 (stereo unspecified)
→ 0	-5	-21	-2	-47	-0.072	-15	-9	2
Cc1ccc(Cl)cc1NC(=O)CCn1cccc1
→ -3	2	0	-4	8	x	1	-14	1
O=C(N/N=C/C(Cl)=C/c1ccc([N+](=O)[O-])cc1)C(=O)Nc1ccc(C(=O)O)cc1
→ 4	7	-17	15	5	-0.12	0	-3	-1
CC(O)/C=C/C1OC(=O)CC1Nc1ccc(C=O)cc1 (stereo unspecified)
→ 0	-12	-8	-4	3	0.12	-2	0	1

Nothing new here: an excerpt of the list.
Each structure is followed by: Thrombin inh	EBV gp42 inh	p47phox inh	Rad51 HR inh	KLK5 inh	Cl transport mod	14-3-3 Bad PPI	Furin inh	eIF4E 4G PPI
O=[N+]([O-])/C(C(=C(Cl)Cl)N1CCN(Cc2ccccc2)CC1)=C1\NCCN1Cc1ccc(Cl)nc1
→ -9	2	-8	-101	1	-0.6	-9	-2	-2
O=C(Nc1ccc(N2CCOCC2)cc1)c1cc2c(s1)CCCCC2
→ -5	-10	-5	2	1	-0.71	-5	-12	4
CC(NC(=O)/C(C#N)=C/c1cccs1)c1ccccc1 (stereo unspecified)
→ 0	-5	-21	-2	-47	-0.072	-15	-9	2
Cc1ccc(Cl)cc1NC(=O)CCn1cccc1
→ -3	2	0	-4	8	x	1	-14	1
O=C(N/N=C/C(Cl)=C/c1ccc([N+](=O)[O-])cc1)C(=O)Nc1ccc(C(=O)O)cc1
→ 4	7	-17	15	5	-0.12	0	-3	-1

Source: PubChem BioAssay (several laboratories)
